CHT allo act: CHT positive allosteric modulators, primary screen, cell-based, membrane potential dye, choline EC20; High affinity choline transporter 1 (Homo sapiens), Q9GZV3; AID 488977, 2010; 310,000 compounds, 0.49% hits; CHT-expressing cells; active compounds read high; LV-AA mutant CHT in HEK293 cells; B-score at 10 µM;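 active = initial fluorescence not abnormally high and integrated response B-score, plate-corrected, over 3 SD above library mean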
Target sequence (Q9GZV3 whole entry, looked up): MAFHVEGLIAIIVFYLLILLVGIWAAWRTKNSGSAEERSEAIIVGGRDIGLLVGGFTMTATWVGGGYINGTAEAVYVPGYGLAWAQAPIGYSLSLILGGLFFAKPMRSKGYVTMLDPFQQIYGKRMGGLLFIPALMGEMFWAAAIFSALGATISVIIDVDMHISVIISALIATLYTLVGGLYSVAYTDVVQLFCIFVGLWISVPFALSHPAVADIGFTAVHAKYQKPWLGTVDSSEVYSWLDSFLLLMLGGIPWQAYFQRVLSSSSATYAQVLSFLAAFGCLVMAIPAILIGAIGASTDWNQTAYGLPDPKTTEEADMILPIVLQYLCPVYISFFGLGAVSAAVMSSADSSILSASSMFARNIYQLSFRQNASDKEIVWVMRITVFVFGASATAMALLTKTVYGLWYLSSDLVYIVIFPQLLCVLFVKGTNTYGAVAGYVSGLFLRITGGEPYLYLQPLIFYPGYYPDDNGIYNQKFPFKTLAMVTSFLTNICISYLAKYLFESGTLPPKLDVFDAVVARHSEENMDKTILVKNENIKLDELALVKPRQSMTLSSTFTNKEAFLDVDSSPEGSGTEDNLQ
CHT block: inhibitors of human choline transporter CHT; High affinity choline transporter 1 (Homo sapiens), Q9GZV3; CHT-expressing cells, membrane potential dye, choline response; active compounds read low; B-score at 10 µM; 310,000 compounds, 0.86% hits;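 active = B-score over 3 SD under the library average, and starting fluorescence ratio not unusually high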;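 note: choline stimulus applied at its EC90 after an EC20 pre-addition; B-score computed on integrated fluorescence ratio after choline addition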
STK33 inh: inhibitors of purified STK33 kinase, primary screen, biochemical, ADP-Glo luminescence, homogeneous, cell-free; MBP phosphorylation; inhibition, % at 10 µM; 320,000 compounds, 0.073% hits; AID 2661, 2010;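 active = inhibition at or above 25%, using the most active replicate where run in duplicate; inactive = inhibition below 25%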
Target sequence (Q9BYT3 whole entry, looked up): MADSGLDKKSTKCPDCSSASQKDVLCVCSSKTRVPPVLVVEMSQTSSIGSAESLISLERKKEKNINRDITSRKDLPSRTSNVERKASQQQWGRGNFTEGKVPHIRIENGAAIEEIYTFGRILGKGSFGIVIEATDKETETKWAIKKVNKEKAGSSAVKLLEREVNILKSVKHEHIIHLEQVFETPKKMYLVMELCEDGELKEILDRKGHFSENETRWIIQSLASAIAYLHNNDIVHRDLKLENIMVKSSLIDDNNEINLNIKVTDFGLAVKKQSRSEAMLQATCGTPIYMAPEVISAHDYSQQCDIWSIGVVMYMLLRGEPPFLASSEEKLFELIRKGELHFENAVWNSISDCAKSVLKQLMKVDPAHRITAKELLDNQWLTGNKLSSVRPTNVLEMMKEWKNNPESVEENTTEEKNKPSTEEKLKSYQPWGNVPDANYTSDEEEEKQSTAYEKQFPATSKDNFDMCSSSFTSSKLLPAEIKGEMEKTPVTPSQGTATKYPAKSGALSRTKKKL
* marks the source's active call; other numbers are inactive results; i = inactive; & = joins results of further samples.

SMILES	CHT allo act	CHT block	STK33 inh
COc1ccc(-c2cc3nc4ccccc4n3c(N)c2C#N)cc1	i	i	0.3
O=C(NCCc1c[nH]c2ccccc12)c1cccc(Br)c1	i	i	-0.1
Cc1ccc(NC(=O)C2CC(=O)N(c3ccc4c5c(cccc35)CC4)C2)cc1 (stereo not drawn)	i	i	-0.7
Cc1ccc(NC(=O)/C(=C/c2cccs2)NC(=O)c2ccco2)c(C)c1	i	i	-0.3
O=C(Oc1ccccc1)c1ccc(COC(=O)c2cnccn2)cc1	i	i	1.3
Cc1ccc(CNCc2ccc3c(c2)OCO3)c(C)c1	i	i	-0.5
O=C1CN(CC(=O)Nc2ccc(Cl)cc2)CCN1	i	i	-1.3
CCOC(=O)C1=C(C)NC(C)=C(C(=O)OCC)C1c1ccc([N+](=O)[O-])s1	i	i	-0.7
COC(=O)c1ccc(CSc2nnc3ccccn23)o1	i	i	0.6
COc1ccc(C2OC(=O)CC2C(=O)NC2CCCC(C)C2C)cc1OC (stereo not drawn)	i	i	-0.9
O=C(N/N=C/c1ccco1)c1ccc(OCc2ccccc2)cc1	i	i	-1.8
CCOC(=O)c1sc(NC(=O)COc2ccc3c(c2)OCO3)nc1C	i	i	-0.9
COc1ccc(C(C(=O)Nc2ccc(F)cc2)N(C(=O)Cn2nnc3ccccc32)C2CC2)cc1 (stereo not drawn)	i	i	0.0
COc1ccc(C(=O)OCC(=O)Nc2cc(C)c(C)cc2[N+](=O)[O-])cc1	i	i	-0.9
COc1ccc(-c2[nH]ncc2/C=N/NC(=O)c2cc(Br)ccc2O)c(OC)c1	i	i	0.5
Cc1ccc(Cl)cc1N1CCN(Cc2nc3c(c(=O)[nH]c(=O)n3C)n2CCc2ccccc2)CC1	i	i	4.0
COC(=O)c1c(C)[nH]c(O)c1C=Nc1ccc(Oc2ccccc2)cc1	i	i	-0.4
O=C(CC1COc2ccccc2O1)NCc1ccccc1 (stereo not drawn)	i	i	-0.2
CC(C)C(c1nnnn1C1CCCCC1)N1CCc2ccccc21 (stereo not drawn)	i	i	-0.6
COc1cccc(C(=O)COC(=O)CCC(=O)c2ccccc2)c1	i	i	0.3
CCCOc1ccccc1-n1sc2c(c1=S)-c1cc(OC)cc3c1N(C(=O)C3=O)C2(C)C	i	i	-0.5
CC(=O)c1cccc(OCc2cc(C(=O)N(C)C(C)c3ccccn3)no2)c1 (stereo not drawn)	i	i	-0.1
O=C(Nc1ccc(NC(=O)C2CC2)nc1)c1ccccn1	i	i	1.8
CCn1nc(C)c(CNC(=O)CC2C(=O)NCCN2CC(C)(C)C)c1C (stereo not drawn)	i	i	-1.4
CN(C)CCN1C(=O)C(=O)/C(=C(/O)c2ccc(S(=O)(=O)N3CCOCC3)cc2)C1c1ccc(F)cc1 (stereo not drawn)	i	i	-0.4
(list continues)
SMILES	CHT allo act	CHT block	STK33 inh
CCOc1cccc(N2C(=O)CC(N(CCc3ccc(OC)c(OC)c3)C(=O)CC)C2=O)c1 (stereo not drawn)	i	i	0.3
COC(=O)Cn1c(=NC(=O)c2nc3ccccc3s2)sc2cc(S(C)(=O)=O)ccc21	i	i	-1.0
CCc1ccc(-n2c(Cc3ccccc3)n[nH]c2=S)cc1	i	i	7.9
Cc1cc(C)n(-c2c(F)c(F)c(CN3CCCCC3)c(F)c2F)n1	i	i	-2.6
N#Cc1ccsc1NC(=O)CCS(=O)(=O)c1ccccc1	i	i	0.1
CCC(=O)N1CCCc2cc(S(=O)(=O)N3CCN(c4ccccn4)CC3)ccc21	i	i	-1.0
Cc1ccc(-n2c(-c3ccco3)nc3nc4ccccc4nc32)cc1F	i	i	1.5
O=C1S/C(=C\c2cccs2)C(=O)N1c1ccc(O)cc1	i	i	0.5
OCCN1CCN(C(=S)c2ccc(Cl)cc2)CC1	i	i	0.0
CC(C)(O)c1[nH]c2ccc(C#N)cc2c1C(C)(C)O	i	i	-0.9
Cc1cc(C)cc(OCCn2nnc3ccccc32)c1	i	i	-1.6
CSc1nc2nccc(-c3ccc4c(c3)OCO4)n2n1	i	i	-0.4
O=C(c1cccs1)N1CCCN(c2ncnc3scc(-c4ccccc4)c23)CC1	i	i	0.7
CS(=O)(=O)c1ccc2nc(NC(=O)CN3CCCCCC3)sc2c1	i	i	-0.3
COC(=O)c1cc(Br)c(=O)n(-c2cc(C)on2)c1	i	i	-2.5
CC(C)CN(C(=O)c1cc(=O)[nH]c2ccccc12)c1c(N)n(Cc2ccccc2)c(=O)[nH]c1=O	i	i	-2.3
COc1cc2cc(C(=O)N/N=C/c3ccc(F)cc3)[nH]c2cc1OC	i	i	1.1
CCOc1ccc(C2C3=C(CCCC3=O)Nc3nc(C(F)(F)F)nn32)cc1OC (stereo not drawn)	i	i	-0.9
CN1C(C(=O)Nc2ccccn2)=C(O)c2sccc2S1(=O)=O	i	i	-2.0
O=C(Cc1cccs1)N1CCCC(c2nc(-c3ccc(S(=O)(=O)N4CCCC4)cc3)no2)C1 (stereo not drawn)	i	i	0.6
CCC(=O)N1CCc2cc(S(=O)(=O)CCC(=O)N3CCN(c4ccc(F)cc4)CC3)ccc21	i	i	-2.6
COC(=O)C1=C(NC(=O)c2ccc(C)c(C)c2)CCS1	i	i	-1.5
Cn1c(=O)[nH]c(=O)c2c1nc(CN1CCN(c3ccc(F)cc3)CC1)n2CCCc1ccccc1	i	i	0.4
CCOc1ccc(N(CC(=O)NCCCOC)S(C)(=O)=O)cc1	i	i	-1.7
CN(CC(=O)Nc1cccc(F)c1)C(=O)C1CC(=O)N(CCc2ccccc2)C1 (stereo not drawn)	i	i	-1.0
Next records follow:
SMILES	CHT allo act	CHT block	STK33 inh
Cc1ccc(C)c(COC(=O)c2cc(S(=O)(=O)N3CCCCC3)ccc2N2CCOCC2)c1	i	i	0.0
O=C1OCCC1Sc1nnc(-c2ccc3c(c2)OCO3)n1-c1ccccc1 (stereo not drawn)	i	i	-0.4
Clc1ccc2nsnc2c1NC1=NCCN1	i	i	0.1&1.1
CCn1ncc(Br)c1C(=O)Nc1ccc(OC(F)(F)F)cc1	i	i	1.3
Cc1c(NC(=S)NC(=O)COc2ccccc2)c(=O)n(-c2ccccc2)n1C	i	i	4.0
O=C(Cn1cnc2c(nc3n2CCCCC3)c1=O)Nc1cccc(C(F)(F)F)c1	i	i	-2.2
CCOc1ccccc1N=C1NC(=O)CS1	i	i	0.2
COCCNC(=O)c1ccc(N(C)S(=O)(=O)c2ccc(OC)c(OC)c2)cc1	i	i	-0.2
CC1CCCCN1Cc1ccc(N)cc1 (stereo not drawn)	i	i	-1.2
CCNC(=O)Nc1cc2nc(C)n(Cc3ccc(Br)cc3)c2nc1C	i	i	-1.2
Cc1ccccc1C(=O)c1cccn1CC(=O)NCc1ccccc1Cl	i	i	0.2
COC(=O)CCC(=O)Nc1ccc(S(=O)(=O)N2CCCCCC2)cc1	i	i	-1.2
Cc1cc(C)c2[nH]c(=O)c(C(c3nnnn3CC3CCCO3)N3CCC(C)CC3)cc2c1 (stereo not drawn)	i	i	-1.3
Cc1nc2ccc(C(=O)Nc3ccc(N(C)C)cc3)cc2s1	i	i	-0.6
Cc1cc(C)nc(NS(=O)(=O)c2cccs2)c1	i	i	-1.1
CCOc1cc(/C=C2/NC(=O)NC2=O)cc([N+](=O)[O-])c1O	i	i	5.0
CCN(CC)c1ccc(C(=O)Nn2c(C)nc3ccccc3c2=O)cc1	i	i	-1.8
Cn1ncc(Cl)c1C(=O)Nc1sc2c(c1C(N)=O)CCC2	i	i	5.7
CSc1ccccc1NC(=O)c1ccccc1N(Cc1ccccc1)S(C)(=O)=O	i	i	-0.2
CC1CC(C)(C)N(C(=O)NC2CCCCC2)c2ccccc21 (stereo not drawn)	i	i	-0.1
Cc1ccc(NC(=O)Nc2cnccn2)cc1Cl	i	i	-0.4
CCCCOCCCNC(=O)c1ccccc1OCC	i	i	1.0
Cc1cc(=O)oc2ccc(OC(=O)CN3C(=O)c4cccc([N+](=O)[O-])c4C3=O)cc12	i	i	0.7
Cc1nc(NC(=O)CN(C)S(=O)(=O)c2ccc(Br)cc2)sc1C	i	i	0.2
Cc1cc2ccccc2n1CCNC(=O)C(C)Oc1ccccc1 (stereo not drawn)	i	i	0.1

Whole records, looked up by structure. Screens in order: CHT allo act	CHT block	STK33 inh
`Cc1ccc(C)c(COC(=O)c2cc(S(=O)(=O)N3CCCCC3)ccc2N2CCOCC2)c1` is entered as i	i	0.0
`Cn1ncc(Cl)c1C(=O)Nc1sc2c(c1C(N)=O)CCC2` is entered as i	i	5.7
`Cc1c(NC(=S)NC(=O)COc2ccccc2)c(=O)n(-c2ccccc2)n1C` is entered as i	i	4.0
`COCCNC(=O)c1ccc(N(C)S(=O)(=O)c2ccc(OC)c(OC)c2)cc1` is entered as i	i	-0.2

(next part)
SMILES	CHT allo act	CHT block	STK33 inh
COc1cc(/C=N/n2cc(-c3ccccc3)[nH]c2=S)cc(OC)c1O	i	i	6.5
O=c1oc2ccccc2c(Nc2ccc3ncccc3c2)c1[N+](=O)[O-]	i	i	1.8
CCN(CC)c1ncc(C#N)c(N)n1	i	i	-0.1
O=C(Cc1ccccc1F)Nc1ccc(S(=O)(=O)N2CCCCC2)cc1	i	i	-0.1
CC(=O)N1c2ccc(S(=O)(=O)N3CCC(C(=O)NCc4ccc(C)cc4)CC3)cc2CC1C (stereo not drawn)	i	i	-2.9
O=C(COc1ccccc1)NC1=NCCS1	i	i	-5.6
O=C(NC1CCCN(Cc2ccccc2F)C1)c1cccc(N2CCCC2=O)c1 (stereo not drawn)	i	i	-0.4
O=C(NCCc1ccc(Cl)cc1)C1(c2ccccc2)CC1	i	i	-2.2
CC(CC1C(C#N)=C(N)SC(N)=C1C#N)c1ccccc1 (stereo not drawn)	i	-5.35*	3.3
CCNc1oc(COc2ccccc2F)nc1C#N	i	i	-4.5
COc1cc(SC)ccc1C(=O)Nc1ccc(C)cc1	i	i	-0.7
CSCC[C@H](NC(=O)[C@@H]1Cc2ccccc2CN1)C(=O)NC1CCCC1	i	i	-1.9
Cc1nn(C)c(Cl)c1S(=O)(=O)N[C@@H](c1ccccc1)[C@]1(C)C[C@H]1[C@@H](C)C(=O)Nc1ccc2ccccc2c1	i	i	0.7
COc1ccc(-n2nc(C(=O)NCC(=O)NCCCN3CCN(C)CC3)c3ccccc3c2=O)cc1	i	i	-1.8
CCCOc1ccc(-c2c(C(=O)N/N=C/c3ccccc3)nnn2-c2nonc2N)cc1	i	i	-0.4
C/C(=N\NC(=O)c1ccc(Cl)cc1)c1ccc2[nH]ccc2c1	i	i	-1.2
Brc1ccccc1-c1nnc(COc2ncnc3ccccc23)o1	i	i	-1.6
CCCCn1c(C23CC4CC(CC(C4)C2)C3)n[nH]c1=S	i	i	-0.4
O=c1c2c(nc3cc(-c4ccccc4Cl)[nH]n13)CCS2	i	i	-1.6
CC1(CCc2ccccc2)NC(=O)N(CC(=O)Nc2ccc3c(c2)OCCO3)C1=O (stereo not drawn)	i	i	-1.5
O=C(NCC(c1ccc(F)cc1)N1CCOCC1)c1cc(F)c(F)c(F)c1F (stereo not drawn)	i	i	-2.2
NC(=O)COc1ccc(Nc2nnc(-c3ccc(O)cc3)c3ccccc23)cc1	i	i	1.0
CCCCn1c(N)c(N(Cc2ccccc2OC)C(=O)c2ccc(N3CCCC3=O)cc2)c(=O)[nH]c1=O	i	i	-1.4
CCN1CCN(Cc2c(OC)ccc3ccccc23)CC1	i	i	0.5
CC1C(c2ccccc2)N(C)CCC12NC(=O)NC2=O (stereo not drawn)	i	i	-0.3
Next records follow.
SMILES	CHT allo act	CHT block	STK33 inh
O=C(CCCc1ccccc1)Nc1ccnn1C1CCN(Cc2ccc(Cl)cc2)CC1	i	i	-0.4
CCOc1cccc(Oc2ccc(C(F)(F)F)cn2)c1	i	i	-2.4
Cc1cc(C(F)F)n2nc(C(=O)Nc3cccc(C(F)(F)F)c3)nc2n1	i	i	-0.6
COCCN(CC(=O)NCC1CCCO1)C(=O)CCC(=O)Nc1cc(C)ccn1 (stereo not drawn)	i	i	-1.6
CCOC(=O)C(CSCC(=O)c1ccc(Br)cc1)NC(=O)OC(C)(C)C (stereo not drawn)	i	i	0.9
CNc1cc(C(F)(F)F)nc(-c2ccccn2)n1	i	i	-0.1
C=CCN(CC(=O)Nc1c(C)cccc1CC)C(=O)SCCC	i	i	-0.8
CCOC(=O)N1CCN(CC(=O)Nc2ccc(Oc3ccccc3)cc2)CC1	i	i	-1.8
c1cc[n+](CCCC[n+]2ccccc2)cc1	i	i	-1.5
CCOc1ccccc1OCc1nn2c(-c3ccc(C)cc3)nnc2s1	i	i	0.3
COC(=O)Cc1c(O)ccn(Cc2ccc3c(c2)OCO3)c1=O	i	i	0.4
COc1ccc(OC(=O)NCCc2ccccc2)cc1	i	i	-0.7
COc1ccc(/C=C2\N=C(c3c(-c4ccccc4)noc3C)OC2=O)cc1OC	i	i	0.1
COCc1c(C(=O)N/N=C\c2cccnc2)nnn1-c1nonc1N	i	i	1.0
Cc1ccc(N/C=C(/C#N)c2ccsc2)cc1	i	i	-3.2

Sorted by number of heavy atoms (ascending): part of the list above
SMILES	CHT allo act	CHT block	STK33 inh
CCOc1cccc(Oc2ccc(C(F)(F)F)cn2)c1	i	i	-2.4
COC(=O)Cc1c(O)ccn(Cc2ccc3c(c2)OCO3)c1=O	i	i	0.4
COCc1c(C(=O)N/N=C\c2cccnc2)nnn1-c1nonc1N	i	i	1.0
COCCN(CC(=O)NCC1CCCO1)C(=O)CCC(=O)Nc1cc(C)ccn1 (stereo not drawn)	i	i	-1.6
O=C(CCCc1ccccc1)Nc1ccnn1C1CCN(Cc2ccc(Cl)cc2)CC1	i	i	-0.4

From PubChem

Rows are unselected; any-hit rate near 1.5%.
